Compound activity from PubChem BioAssay.
Hsp90 inh – displaces geldanamycin probe from tumor Hsp90 | P07900 | NCI-N417 lysate Hsp90, Cy3B-geldanamycin FP displacement | inhibition, % at 30 µM | actives 0.35% (n = 64,000);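 active = inhibition above 50%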;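 note: 0% = tracer plus lysate wells and 100% = tracer alone without lysate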
An asterisk follows results filed as active. An excerpt. The share of hits here may be higher or lower than overall.

SMILES | Hsp90 inh
O=C(O)c1nn(Cc2ccc(Cl)cc2Cl)c2ccccc12 | 0
CN1CCC(c2c[nH]c3ccc(O)cc23)CC1 | 1
CN[C@@H]1C[C@@H](c2ccc(Cl)c(Cl)c2)c2ccccc21 | -2
CC1=NN=C(c2ccc(N)cc2)c2cc3c(cc2C1)OCO3 | 1
N[C@@H](Cn1ccc(=O)[nH]c1=O)C(=O)O | 2
CCCCC/C=C\C/C=C\C/C=C\C/C=C\CCCC(=O)NCC(=O)O | -17
NCc1cc(=O)[nH]o1 | -2
COc1ccc2c(c1)C13CCCCC1C(C2)N(C)CC3 (configuration not stated) | -2
CCCN1CCC[C@H](c2cccc(O)c2)C1 | 0
C[C@@H]1O[C@@H](O[C@H]2C[C@@H](O)[C@]3(CO)[C@@H]4C(CC[C@]3(O)C2)[C@@]2(O)CC[C@H](C3COC(=O)C3)[C@@]2(C)C[C@H]4O)[C@H](O)[C@H](O)[C@H]1O (some centres not stated) | -2
CC1OC1P(=O)(O)O (configuration not stated) | 0
Clc1cnc(Oc2ccc(Oc3ncc(Cl)cc3Cl)cc2)c(Cl)c1 | -1
CCCCc1ccc(C(=O)O)nc1 | 0
Cc1sc2ccccc2c1CC1=NCCN1 | -3
CCCC[N+]1(C)C2CC(OC(=O)[C@H](CO)c3ccccc3)CC1C1OC12 (some centres not stated) | 2
CCS(=O)(=O)Nc1cccc(C(=C2CCCCC2)c2cnc[nH]2)c1 | -2
CC(=O)OCC1=C(C(=O)[O-])N2C(=O)[C@@H](NC(=O)CCC[C@@H](N)C(=O)[O-])[C@H]2SC1.[Zn+2] | -1
CCn1cnc2c(Nc3cccc(Cl)c3)nc(N[C@@H]3CCCC[C@@H]3N)nc21 | -1
CCCN(CCC)[C@H]1CCc2c(F)ccc(O)c2C1 | 4
COc1ccc2[nH]c3c(c2c1)CCNC3 | -2

Reprinted from the part before: 6 compounds, then new ones.
SMILES | Hsp90 inh
CCCC[N+]1(C)C2CC(OC(=O)[C@H](CO)c3ccccc3)CC1C1OC12 (some centres not stated) | 2
CCS(=O)(=O)Nc1cccc(C(=C2CCCCC2)c2cnc[nH]2)c1 | -2
CC(=O)OCC1=C(C(=O)[O-])N2C(=O)[C@@H](NC(=O)CCC[C@@H](N)C(=O)[O-])[C@H]2SC1.[Zn+2] | -1
CCn1cnc2c(Nc3cccc(Cl)c3)nc(N[C@@H]3CCCC[C@@H]3N)nc21 | -1
CCCN(CCC)[C@H]1CCc2c(F)ccc(O)c2C1 | 4
COc1ccc2[nH]c3c(c2c1)CCNC3 | -2
c1ccc2c(c1)[I+]c1ccccc1-2 | 9
O=C(Cc1ccc(Cl)c(Cl)c1)N1CCCCC1CN1CCCC1 (configuration not stated) | -3
CN1CCc2cc(O)cc3c2[C@H]1Cc1ccc(O)c(O)c1-3 | 36
NCCCP(=O)(O)O | -2
O=C(O)c1cc[c]([Hg][Cl])cc1 | -3
CC1(C(=O)O)C2CCC(O2)C1(C)C(=O)O (configuration not stated) | -2
CC(C)Oc1cccnc1N(C)C1CCN(Cc2ccccc2)CC1 | 1
CCCN(CCC)[C@@H]1CCc2c(F)ccc(O)c2C1 | -1
COc1ccc2c3c([nH]c2c1)C(C)NCC3 (configuration not stated) | -3
O=C1NCN(c2ccccc2)C12CCN(CC1COc3ccccc3O1)CC2 (configuration not stated) | 2
CN1CCc2cccc(Cl)c2CC1 | -1
C=C(C)[C@H]1CN[C@H](C(=O)O)[C@H]1CC(=O)O | 0
CN1C2CCC1CC(OC(c1ccccc1)c1ccc(Cl)cc1)C2 (configuration not stated) | 1
CCN(CC)C(=O)N[C@@H]1C[C@@H]2c3cccc4[nH]cc(c34)C[C@H]2N(C)C1 | -2
CN(C(=O)Cc1ccc(Cl)c(Cl)c1)C(CN1CCCC1)c1cccc(OCC(=O)O)c1 (configuration not stated) | -2
COc1cc(C(O)CN)ccc1O (configuration not stated) | -2
CC[N+](CC)(CC)CC | 2
CC(=O)NCCc1c[nH]c2ccccc12 | 1
N#CC(C#N)=Cc1cc(O)c(O)c(O)c1 | 50

Quoted at random: 3 entries already listed
SMILES | Hsp90 inh
CC[N+](CC)(CC)CC | 2
O=C(Cc1ccc(Cl)c(Cl)c1)N1CCCCC1CN1CCCC1 (configuration not stated) | -3
C[C@@H]1O[C@@H](O[C@H]2C[C@@H](O)[C@]3(CO)[C@@H]4C(CC[C@]3(O)C2)[C@@]2(O)CC[C@H](C3COC(=O)C3)[C@@]2(C)C[C@H]4O)[C@H](O)[C@H](O)[C@H]1O (some centres not stated) | -2

Taken from above (4 entries):
SMILES | Hsp90 inh
CN1CCc2cc(O)cc3c2[C@H]1Cc1ccc(O)c(O)c1-3 | 36
NCCCP(=O)(O)O | -2
O=C(O)c1cc[c]([Hg][Cl])cc1 | -3
CC1(C(=O)O)C2CCC(O2)C1(C)C(=O)O (configuration not stated) | -2
